Bioassay records: PubChem, several laboratories
Large T inhibition: TAg ATPase/helicase activity blockers – biochemical (AID 1903); 310,000 tested, 0.39% active; inhibition, % at 20 µM; hits with a dose series show IC50 in µM; SV40 large T antigen ATPase/helicase inhibition assay; higher % means a stronger effect; in the data active = a potency from the dose series; inconclusive = inhibition mostly from about 32% at the one dose, without a potency; inactive = the rest, 99 in 100 with inhibition below about 32%; note: strong numbers were not always called active
GPR55 antagonists: GPR55 antagonists blocking LPI-driven arrestin recruitment, primary screen, imaging, U2OS, beta-arrestin-GFP, LPI agonist (AID 2013); U2OS GPR55 beta-arrestin-GFP translocation imaging, LPI antagonism; higher % means a stronger effect; one-dose inhibition, % at 10 µM; IC50 in µM for titrated hits; 290,000 tested, 0.13% active;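 active = spots per cell inhibited over 60%, with over 100 cells counted and total cytoplasm intensity under 500,000; inconclusive = wells with under 100 cells, flagged as likely toxic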;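 note: U2OS cells stably carrying GPR55 and arrestin-GFP stimulated by 5 µM LPI near EC80; imaged beta-arrestin-GFP aggregate spots per cell after agonist stimulation; plate controls were LPI-stimulated DMSO wells for no effect and DMSO wells without LPI for full effect; some results filed as inactive read as strong as hits; confirmed hits need IC50 under 10 µM and bright autofluorescent wells are also inconclusive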
MgcRacGAP inhibition: MgcRacGAP GTPase-activating activity inhibitors, confirmation, biochemical, ADP Hunter fluorescence. MgcRacGAP-stimulated Rac1 GTP hydrolysis, ADP Hunter fluorescence; higher % means a stronger effect; GST-tagged Rac1 F28L mutant substrate. inhibition, % at 30 µM; hits with a dose series show IC50 in µM. 340,000 tested, 0.6% active;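 active = first-screen hits whose inhibition reached a set limit at any dose in the follow-up dose series; inconclusive = inhibition above the set first-screen limit but never retested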;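 note: fluorescence reports GDP produced by GAP-driven GTP hydrolysis; strong numbers were not always called active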
KOR beta-arrestin-1: kappa opioid receptor blockers – cell-based, luminescence, uHTS (AID 1778) | inhibition, % at 10 µM, or IC50 in µM where a hit was titrated | KOR beta-arrestin recruitment, luminescence, antagonist mode; higher % means a stronger effect | 290,000 tested, 0.091% active; note: strong numbers were not always called active
KOR beta-arrestin-2: KOR agonists, beta-arrestin recruitment, primary screen, cell-based, luminescence, uHTS (AID 1777); KOR beta-arrestin recruitment, luminescence; higher % means a stronger effect; activation, % at 10 µM; hits with a dose series show EC50 in µM; 280,000 tested, 0.02% active; in the data active = activation above about 50%, passing the limit was not always enough; note: a part of the inactive calls stands beside numbers as strong as those of hits
HIV fusion peptide: cell-free HIV fusion peptide-binding blockers – biochemical, uHTS, fluorescence dequenching, primary screen (AID 1986); cell-free peptide binding, fluorescence dequenching, 30 min; higher % means a stronger effect; 290,000 tested, 0.3% active; inhibition, % at 20 µM; hits with a dose series show IC50 in µM; in the data active = inhibition mostly above about 52%, no sharp cut-off; inactive = mostly below about 76%; note: some results filed as inactive read as strong as hits
GPR55 beta-arrestin: selective activators of receptor GPR55 – imaging, U2OS cells, beta-arrestin-GFP redistribution, primary screen (AID 1961); 290,000 tested, 0.048% active; U2OS GPR55 beta-arrestin-GFP redistribution imaging; higher % means a stronger effect; activation, % at 10 µM; hits with a dose series show EC50 in µM;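 active = activation above 40% with more than 50 cells counted in the well; inconclusive = wells holding fewer than 50 cells, flagged as toxic or sparse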;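 note: U2OS osteosarcoma cells stably expressing GPR55 and beta-arrestin-GFP; plate controls were DMSO negative control for no effect and LPI positive control for full effect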
NOD1 NF-kB reporter: inhibition of NOD1-driven NF-kB reporter – cell-based, luminescence, uHTS, primary screen (AID 1578); one-dose inhibition, % at 4 µM; EC50 in µM for titrated hits; NOD1-driven NF-kB luciferase reporter cells, luminescence; higher % means a stronger effect; 290,000 tested, 1% active; in the data active = inhibition mostly above about 36%, no sharp cut-off; inactive = mostly below about 34%;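 note: HEK-293T reporter cells stimulated with the NOD1 agonist gamma-tri-DAP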
NOD2 inhibition: NOD2 signaling inhibitors, cell-based, luminescence, uHTS, HEK293 (AID 1566). HEK293 NOD2/NF-kB luciferase reporter, luminescence; higher % means a stronger effect. one-dose inhibition, % at 4 µM; EC50 in µM for titrated hits. 290,000 tested, 0.63% active; note: many of its hits are not listed in these tables
Starred values were filed as active, the others as inactive; ? = inconclusive; nt = not tested or not shown; [ ] = dose if it differs, or a comment. Cut-off read from the data, not from the text of the source, unless noted: active = inhibition above about 50%; inactive = the rest.

SMILES | Large T inhibition | GPR55 antagonists | MgcRacGAP inhibition | KOR beta-arrestin-1 | KOR beta-arrestin-2 | HIV fusion peptide | GPR55 beta-arrestin | NOD1 NF-kB reporter | NOD2 inhibition
O=C(C1CCCC1)N1CCC(CC2CC(c3ccc(Cl)cc3)=NO2)(C(=O)NCC2CCCCC2)CC1 (configuration not stated) | 4% | 4% | 4% | -3%[20 µM] | -2.3% | -0.7% | -0.1% | 4% | -1%
COC(=O)C(Cc1ccccc1)N1CCS(=O)(=O)CC1 (configuration not stated) | 1% | -4% | 4% | 11%[20 µM] | -3.7% | 0.4% | 0.5% | -19% | 9%
Cc1ccc(NC(=O)c2ccccc2OCC(=O)c2ccc(F)cc2)cc1 | 9% | 10% | 2% | -7% | 7.2% | 2.8% | 0.8% | -15% | -4%
O=C(c1cccc(F)c1)N1CCN(C(=O)c2cc(-c3ccc(Cl)cc3Cl)on2)CC1 | 9% | 9% | 2% | 7% | -1.1% | -1.9% | 0.2% | nt | 6%
COc1ccc(-c2nnc(SCc3ccc(C(=O)O)cc3)n2N)cc1 | 11% | 11% | 7% | -2% | 3.3% | -1.5% | 0.4% | -4% | 6%
O=C(Nc1ccccc1O)c1cc(S(=O)(=O)N2CCOCC2)ccc1Cl | 4% | 6% | 5% | 33% | -2.9% | 0.2% | -0.1% | -25% | 0%
CC(=O)Nc1ccc(S(=O)(=O)Nc2cc(C)cn(Cc3ccccc3)c2=O)cc1 | 12% | -1% | 3% | -34% | 1.2% | -0.7% | -0.1% | 2% | 16%
O=C1OCCC1Sc1nc2ccccc2c(=O)n1Cc1ccc(F)cc1 (configuration not stated) | 6% | -7% | 10% | -69% | 4.7% | -1.1% | 0.5% | -9% | 1%
Fc1ccccc1Nc1n[nH]c(=S)s1 | 31% | 5% | 54µM* | 0% | -1.0% | -1.2% | 1.1% | -66% | -52%
Cc1cnc(C(=O)Nc2ccccc2-n2cccc2)cn1 | 9% | -1% | 2% | 8% | -0.9% | -1.8% | 0.2% | 1% | -5%
CC(C)(C)NS(=O)(=O)c1ccc(NC(=O)CS(=O)(=O)Cc2ccccc2)cc1 | 23% | -12% | 5% | 10% | 1.4% | 1.5% | -0.1% | 8% | -7%
CN1CCc2c(sc3c2c(NCc2ccco2)nc2nnnn23)C1 | 18% | -2% | 7% | -16% | -1.7% | 5.0% | -0.4% | 5% | 9%
COc1cc(NS(=O)(=O)c2ccc(N/C=C\C(=O)c3ccc(OC)c(OC)c3)cc2)nc(OC)n1 | 10% | -15% | 6% | 14% | -1.4% | 3.8% | -0.1% | 3% | 5%
CCCc1nc(N)nc2c1C(=O)CC(C)(C)C2 | 13% | 3% | 3% | -25% | -3.9% | 3.0% | -0.2% | -16% | -5%
Cc1cc(C)cc(-n2cc(C(=O)O)c(=O)cc2C)c1 | 5% | 5% | 10% | 27% | -2.6% | -1.4% | -0.5% | -45% | 3%
CCCN1C2CCCC1CC(NC(=O)c1ccccc1)C2 (configuration not stated) | 14% | 8% | 4% | 12% | -2.9% | -0.8% | 0.0% | 7% | -3%
Cc1cccc(NC(=S)N(CCN(C)C)Cc2cccs2)c1 | -7% | 11% | -4% | 4% | -4.3% | -0.4% | 0.5% | -13% | 17%
O=C(CSc1nc2ccccc2[nH]1)Nc1ccccc1N1CCOCC1 | 2% | 14% | 9% | 36% | 0.1% | -1.8% | 0.0% | -20% | 12%
Cc1ccccc1S(=O)(=O)Cc1ccc(C(=O)NC2CCCCC2)o1 | 7% | -4% | 2% | -6% | -3.0% | 1.2% | -0.2% | 5% | 10%
O=C(Nc1ccc(Cl)cn1)Nc1ccccc1F | 4% | 2% | 11% | 5% | 0.0% | 3.6% | -0.2% | -16% | 4%
Cc1cc(C)nc(NS(=O)(=O)c2ccc(NC(=O)c3ccccc3C)cc2)n1 | 8% | 5% | 10% | -53%[20 µM] | 2.8% | 1.2% | 0.1% | -27% | 13%
COc1ccc2[nH]c(=O)c(CN(C)C(=O)C3CCCCC3)cc2c1 | 8% | -4% | 11% | 21% | -11% | -1.8% | -0.2% | 6% | 25%
N#CCSc1nnc(-c2cnccn2)n1Cc1ccccc1 | 10% | 7% | 4% | 9% | 0.4% | 1.7% | 0.0% | -38% | -2%
Cc1nc2ccccc2c(=O)n1/N=C/c1ccccn1 | 4% | 4% | 8% | -10% | -0.4% | -3.2% | -0.2% | -13% | 4%
O=C(CN1C(=O)C2CC=CCC2C1=O)OCC(=O)c1ccc(Cl)c([N+](=O)[O-])c1 (configuration not stated) | 1% | -14% | 9% | 4% | 1.5% | 1.1% | -0.2% | -4% | 12%
Cn1cc(C(=O)N2CCN(c3cccc(Cl)c3)CC2)c(=O)c2cc(S(=O)(=O)N3CCOCC3)ccc21 | 14% | 12% | 11% | -29% | 4.0% | 0.5% | -0.1% | -21% | -3%
COc1cc(-c2nnc(SCC(=O)/C(C#N)=C(\C)N)o2)cc(OC)c1OC | 20% | -8% | 8% | -47% | 6.6% | -0.6% | -0.1% | -39% | -21%
Cc1cc(Oc2ccccc2F)nc(NCc2ccccc2)n1 | 1% | 16% | -2% | -22% | 4.1% | -1.4% | -0.2% | -7% | 5%
CNC(=O)CSc1nnc(-c2cc(C)cc(C)c2)o1 | 7% | 2% | -2% | 12% | 0.4% | 0.8% | -0.1% | -23% | 7%
O=C(CSc1nnc(CNc2cccc(Cl)c2)o1)OC1CCCCC1 | 10% | 8% | 8% | 5% | 3.7% | 3.4% | 0.2% | -18% | 7%
COc1ccc(/C=C/C(=O)Oc2cccc(/C=N/NC(=O)Cc3ccc(Br)cc3)c2)cc1 | 17% | -15% | -5% | 2% | -2.9% | -1.0% | -0.1% | 2% | -23%
Cc1ccc(S(=O)(=O)Cn2nnnc2C(CC(C)C)N2CCN(C(=O)c3ccco3)CC2)cc1 (configuration not stated) | 18% | -1% | 5% | 29% | -0.5% | -1.6% | 0.5% | -10% | 10%
CC(C)C(C(=O)Nc1cccnc1)N1C(=O)c2ccccc2C1=O (configuration not stated) | 2% | 11% | 6% | 35% | -3.0% | 1.4% | -0.1% | -23% | 4%
CSc1ncccc1C(=O)OCC(=O)NC(=O)NCCC(C)C | 9% | -3% | 2% | 44% | 6.6% | -1.2% | -0.3% | 6% | 5%
COc1ccc(S(=O)(=O)NCCCn2ccnc2)cc1C(C)(C)C | 5% | -19% | 5% | -1%[20 µM] | -4.4% | -1.0% | -0.1% | -12% | 4%
O=C(NCc1cccnc1)C1CCN(S(=O)(=O)c2cccs2)CC1 | 10% | 23% | 9% | -6% | -3.3% | -0.6% | -0.3% | -6% | 7%
NS(=O)(=O)c1ccc(CCNC(=O)Cc2cccs2)cc1 | 1% | 0% | -14% | 15%[20 µM] | 0.0% | 2.6% | -0.2% | -21% | 13%
Cc1cc(C)c(C(=O)Nc2ccc(C)c(C)c2)c(CC(C)(C)C(=O)O)c1 | 2% | -6% | 9% | -28% | 0.7% | 0.8% | -0.2% | -4% | 6%
COc1ccc(OCCC(=O)Nc2ccccc2)cc1 | 1% | -9% | 8% | -9%[20 µM] | 4.8% | -1.8% | -0.3% | -13% | 6%
O=C(C1CCCO1)N(Cc1ccccc1)c1ccccc1 (configuration not stated) | 3% | -5% | 6% | -24% | -0.5% | -1.4% | -0.2% | -17% | 11%
O=C(Nc1cccc(C(F)(F)F)c1)c1ccc(-n2cncn2)nc1 | 11% | 5% | 4% | -5% | -6.4% | 0.5% | 0.1% | -30% | 17%
COc1ccc(S(=O)(=O)NC(C(=O)NCCc2ccccn2)C(C)C)cc1 (configuration not stated) | 2% | -10% | -2% | 21% | -1.4% | -1.4% | 0.1% | -29% | -4%
CCNC(=O)NC(=O)C(C)OC(=O)Cc1coc2cc3c(cc12)CCC3 (configuration not stated) | 6% | 13% | 7% | -34% | -0.3% | -1.7% | 0.2% | -18% | 10%
CSc1nccc(N/N=C/c2ccccc2)n1 | -2% | -9% | 7% | -42% | 1.3% | -1.3% | 0.0% | -7% | -44%
Cc1ccccc1-n1ccnc1SCC(=O)NCc1ccco1 | 8% | 6% | 5% | -11% | 4.4% | 4.3% | -0.7% | -21% | -4%
COc1ccc(C2C(C(=O)N3CCN(c4ccccn4)CC3)CCC(=O)N2c2ccc(OC)cc2)cc1 (configuration not stated) | 12% | -9% | -3% | -24% | 6.1% | -2.1% | -0.4% | 7% | -11%
CC1(CC(=O)N/N=C/c2cc3c(cc2Br)OCO3)OCCO1 | 14% | 10% | 0% | -36% | -2.2% | -1.3% | -0.4% | -12% | 10%
Cc1cc(C(=O)N/N=C/c2ccccc2)c(C)o1 | 18% | 15% | 9% | -15% | -0.9% | 0.0% | -0.1% | 6% | -25%
Cc1cc(C)cc(N2CC(O)=C(c3nc4ccccc4c(=O)[nH]3)C2=N)c1 | -3% | -3% | 12% | -42%[20 µM] | nt | 11% | 0.0% | -3% | 14%
CCC1CCCCN1CCCNC(=O)CC1Oc2ccccc2NC1=O (configuration not stated) | 7% | -4% | 3% | 28% | -8.2% | 0.9% | -0.1% | -9% | 15%
CN(C)c1ccc(/C=N/Nc2ccc(-n3ccnc3)nn2)cc1 | 11% | 20% | ? | 6% | -2.5% | -2.5% | -0.1% | -20% | 9%
COc1cc2nc3occc3c(OC)c2cc1OC | 20% | -6% | 11% | 10% | -1.9% | 2.7% | -0.1% | -14% | -7%
Cn1c2ccccc2c2ncn(Cc3ccc(F)cc3)c(=O)c21 | 2% | 6% | 8% | -11% | 2.8% | -1.5% | -0.2% | 1% | 0%
COc1ccc(/C=N/NC(=O)c2ccco2)cc1OCc1ccccc1 | 3% | 0% | 9% | -27% | 2.2% | 1.0% | -0.1% | -6% | -18%
O=C(COC(=O)Cn1cnc2ccccc2c1=O)NCC12CC3CC(CC(C3)C1)C2 | 1% | -2% | 6% | 32% | -4.2% | 2.0% | 0.2% | 5% | 13%

An excerpt from above in order of heavy-atom count, lowest first.
SMILES | Large T inhibition | GPR55 antagonists | MgcRacGAP inhibition | KOR beta-arrestin-1 | KOR beta-arrestin-2 | HIV fusion peptide | GPR55 beta-arrestin | NOD1 NF-kB reporter | NOD2 inhibition
COc1cc2nc3occc3c(OC)c2cc1OC | 20% | -6% | 11% | 10% | -1.9% | 2.7% | -0.1% | -14% | -7%
CN(C)c1ccc(/C=N/Nc2ccc(-n3ccnc3)nn2)cc1 | 11% | 20% | ? | 6% | -2.5% | -2.5% | -0.1% | -20% | 9%
CCC1CCCCN1CCCNC(=O)CC1Oc2ccccc2NC1=O (configuration not stated) | 7% | -4% | 3% | 28% | -8.2% | 0.9% | -0.1% | -9% | 15%

Only part of the results is shown. The share of hits here may be higher or lower than overall.
